Screening results from PubChem BioAssay.
Rpn11 block: blocks the human proteasome subunit Rpn11; calls only at 20 µM; O00487; human 26S proteasome, Ub4-pepOG fluorescence polarization; 20S core pre-blocked with epoxomicin; 360,000 tested, 0.59% active;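 active = inhibition at 20 µM, scaled to each plate's controls, above about 33%, limit read from the data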
NadD block: NadD (S. aureus) enzyme inhibition. purified NadD enzyme, colorimetric absorbance read-out. inhibition, % at 20 µM. 360,000 tested, 0.78% active. AID 602399; in the data active = inhibition above about 26%; note: some compounds past the cut are filed as inactive
Neddyl block: inhibitors of human cullin neddylation; P61081+Q13564; TR-FRET cullin neddylation, biochemical; calls only at 25 µM; 360,000 tested, 0.58% active; in the data active = inhibition above about 36%
Target sequence (P61081 whole entry, looked up): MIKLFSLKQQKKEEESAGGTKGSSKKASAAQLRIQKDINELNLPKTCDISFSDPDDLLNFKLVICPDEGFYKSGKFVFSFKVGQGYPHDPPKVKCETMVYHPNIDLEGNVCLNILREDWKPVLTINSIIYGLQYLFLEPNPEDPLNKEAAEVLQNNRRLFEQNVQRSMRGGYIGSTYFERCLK
Target sequence (Q13564 whole entry, looked up): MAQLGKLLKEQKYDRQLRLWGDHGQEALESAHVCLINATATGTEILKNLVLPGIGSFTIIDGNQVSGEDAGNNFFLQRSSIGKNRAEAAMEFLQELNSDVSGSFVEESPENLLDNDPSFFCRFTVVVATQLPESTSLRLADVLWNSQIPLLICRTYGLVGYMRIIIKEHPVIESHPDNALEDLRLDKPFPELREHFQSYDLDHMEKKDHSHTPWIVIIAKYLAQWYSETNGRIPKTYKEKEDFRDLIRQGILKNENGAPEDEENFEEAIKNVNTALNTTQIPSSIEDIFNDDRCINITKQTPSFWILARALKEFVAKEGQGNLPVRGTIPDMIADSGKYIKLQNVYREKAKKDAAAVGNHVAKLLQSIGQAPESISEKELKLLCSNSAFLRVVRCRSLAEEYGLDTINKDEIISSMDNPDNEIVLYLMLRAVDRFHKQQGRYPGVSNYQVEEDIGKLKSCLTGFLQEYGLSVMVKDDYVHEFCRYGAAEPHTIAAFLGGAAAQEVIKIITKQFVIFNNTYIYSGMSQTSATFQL
FAS-TE inh: inhibitors of human fatty acid synthase thioesterase domain | 360,000 tested, 0.67% active | recombinant FAS-TE, OMFH fluorogenic substrate, fluorescence endpoint | inhibition, % at 15 µM | P49327;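 active = compounds whose normalised, plate-corrected inhibition of enzyme fluorescence in the single-dose primary screen is 50% or more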;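 note: 0% = DMSO with enzyme and 100% = substrate without enzyme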
Rin1 Abl inh: blocks binding of human Rin1 to Abl; 360,000 tested, 0.4% active; P00519+Q13671; inhibition, % at 7.35 µM; TR-FRET Rin1/Abl binding, biochemical; in the data active = inhibition above about 5%, passing the limit was not always enough
SKN-1 inh: C. elegans SKN-1 inhibition. C. elegans VP596 Pgst-4::GFP/RFP ratio, acrylamide-induced, 24 h. AID 624304. 360,000 tested, 0.49% active. inhibition, % at 21.8 µM;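 active = interference check ratio from 0.5 to 1.5 plus GFP to RFP signal ratio inhibition reaching or exceeding a fixed threshold, cut at about 30% in these data, passing the limit was not always enough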; note: some compounds called inactive have numbers as strong as hits
CSN inh: blocks human CSN-mediated cullin deneddylation | Purified CSN, SCF-Nedd8-OG deneddylation, fluorescence polarization | inhibition, % at 12.5 µM | 360,000 tested, 0.38% active;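 active = pattern-corrected inhibition above about 35%, with an unprinted fluorescence ratio check between 0.5 and 1.5, limit read from the data, passing the limit was not always enough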;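 note: 0% = enzyme with substrate and 100% = substrate without enzyme; some results filed as inactive read as strong as hits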
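Assay system: Purified human Csn5 enzyme expressed in HEK293T cells | Amount: Enzyme 0.24 nM | Measured by: Fluorescence polarization readout | Medium: Tris/NaCl/DTT buffer, pH 7.5 | Compound dosing: One concentration, 12.5 µM, 0.25% DMSO | Times: 90 min incubation of compound, enzyme and substrate at room temperature | Control set: no-enzyme wells high, enzyme-with-substrate wells low | Read-out: % inhibition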
MT1-MMP act inh: inhibitors of human MT1-MMP activation; P50281; HT1080 RFP-PRO-GFP cells, GFP/RFP ratio fluorescence, overnight; percent of plate control window, DMSO zero; GFP/RFP ratio change, % at 20 µM; 360,000 tested, 0.061% active;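 active = GFP/RFP ratio change of at least 30% with cell ATP level not reduced by more than half and red fluorescence within 50% of control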; note: strong numbers were not always called active
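Assay system: HT1080 cells carrying an RFP-PRO-GFP reporter | Dosing: Single dose of 20 µM compound, 1% DMSO final | Incubation: Cells overnight before dosing, compound overnight, 37 °C, 5% CO2 | Evaluation: GFP/RFP fluorescence ratio | Control set: DMSO and RFP-L50D-GFP cell wells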
MLLE-PAM2 inh: inhibitors of microRNA-mediated deadenylation, human PABP1 MLLE binding | P11940 | GST-MLLE / FITC-PAM2 fluorescence polarization | 360,000 tested, 0.36% active | inhibition, % at 20 µM; in the data active = inhibition above about 35%, passing the limit was not always enough;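 note: plate controls were DMSO wells with GST-MLLE for no effect and wells lacking GST-MLLE protein for full effect; some results filed as inactive read as strong as hits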
The depositor's hits bear a star; i = inactive. Not a hit list; overall some 3.9% were active at least once.

Order of values: Rpn11 block	NadD block	Neddyl block	FAS-TE inh	Rin1 Abl inh	SKN-1 inh	CSN inh	MT1-MMP act inh	MLLE-PAM2 inh
C=CCNC(=S)N1CCN(CCNC2=CC(=O)CC(C)(C)C2)CC1
    i	-4	i	-1	-2	0	4	-2	-92
COc1ccc(NC(=O)c2cc3c(COC(C)=O)cnc(C)c3oc2=Nc2cccc(C(=O)O)c2)c(OC)c1
    i	3	i	0	2	-14	-3	4	16
COc1ccc(C(c2sc3nc(C)nn3c2O)N2CCC3(CC2)OCCO3)cc1 (stereo not drawn)
    i	-2	i	-5	-1	-9	-4	2	9
COc1ccc(-c2nnn(CC(=O)N(CC(=O)NCCC(C)C)c3ccccc3)n2)cc1OC
    i	-4	i	2	1	-4	1	-1	0
Cc1ccc(C)c(NC2=NS(=O)(=O)c3ccccc32)c1
    i	-1	i	-5	3	0	-1	7	-7
CCOc1ccc(C(=O)O)cn1
    i	3	i	-2	0	3	1	2	-14
COC(=O)c1ccc(-n2cncn2)c(F)c1
    i	1	i	-4	1	4	1	-2	-2
Cc1ccc(NC(=O)NCc2ccccn2)cc1Cl
    i	-3	i	-3	0	-14	2	2	8
COc1ccc([C@H]2N[C@]3(CCCN(CC4CCCCC4)C3=O)[C@H]3C(=O)N(C)C(=O)[C@@H]23)cc1
    i	4	i	-10	0	0	4	5	-9
COc1ccc(S(=O)(=O)N2CCC(C)CC2)cc1Br
    i	-3	i	22	-5	-12	3	-12	-10
O=C(O)c1cc2nc(-c3ccccc3)cc(-c3ccccc3)n2n1
    i	-1	i	-6	-1	3	-6	0	-12
COc1ccccc1NS(=O)(=O)c1cc(NC(=O)CNC(=O)c2cc(C)cc(C)c2)ccc1C
    i	11	i	11	1	15	-5	-6	-3
CC(C)(C)Nc1nc(N)nc(Cl)n1
    i	-6	i	0	-4	9	-2	-8	23
Cc1c(C(=O)O)sc2ncnc(N3CCCCC3C)c12 (stereo not drawn)
    i	-1	i	-13	-8	-3	-3	3	-1
Cc1csc(-c2cc(C(=O)NCc3cc(C(F)(F)F)cc(C(F)(F)F)c3)n[nH]2)c1
    i	4	i	21	-2	8	-4	1	-2
CCc1nc(CNC(=O)C2CCC(=O)N(CCc3ccc(OC)cc3)C2)cs1 (stereo not drawn)
    i	-6	i	-8	-1	-7	3	-2	8
CCCCOC(=O)Cn1c(=O)oc2ccc(C)cc21
    i	-4	i	1	-3	-10	-4	1	-7
C=CCNC(=O)c1cc(Cl)ccc1[N+](=O)[O-]
    i	-2	i	-9	2	5	-8	1	2
O=C(NNC(=O)C1CCN(S(=O)(=O)c2ccc(Cl)cc2)CC1)c1ccc(Cl)cc1
    i	3	i	-7	1	-3	7	-8	-27
Cc1ccccc1C(=O)OC1CCCN(C)C1 (stereo not drawn)
    i	-4	i	-4	-2	15	4	-1	6

A run of entries from further up:
Order of values: Rpn11 block	NadD block	Neddyl block	FAS-TE inh	Rin1 Abl inh	SKN-1 inh	CSN inh	MT1-MMP act inh	MLLE-PAM2 inh
O=C(NNC(=O)C1CCN(S(=O)(=O)c2ccc(Cl)cc2)CC1)c1ccc(Cl)cc1
    i	3	i	-7	1	-3	7	-8	-27
Cc1ccccc1C(=O)OC1CCCN(C)C1 (stereo not drawn)
    i	-4	i	-4	-2	15	4	-1	6

Continuation:
Order of values: Rpn11 block	NadD block	Neddyl block	FAS-TE inh	Rin1 Abl inh	SKN-1 inh	CSN inh	MT1-MMP act inh	MLLE-PAM2 inh
CCCCNC(=O)CSc1nc2cc3c(cc2c(=O)n1CCCC(=O)NCCc1ccc(OC)c(OC)c1)OCO3
    i	-8	i	-12	1	-9	4	-1	-20
CC(/C=C/c1ccco1)=N/NC(=O)c1ccccc1Cl
    i	1	i	0	3	8	7	-11	-7
CC1CCCCN1S(=O)(=O)c1ccc(N(C(=O)c2cnccn2)C(C(=O)NC2CCCC2)c2cccs2)cc1 (stereo not drawn)
    i	4	i	3	-2	-9	-14	-1	-12
CN(C)S(=O)(=O)c1cccc(COC(=O)c2cc([N+](=O)[O-])ccc2N2CCOCC2)c1
    i	-7	i	34	-1	9	-5	-2	-25
Cc1cccc(/C=C/c2ccccc2)n1
    i	-4	i	1	1	29	2	3	-14
CC(=O)c1ncnn1CC(=O)c1ccc(Cl)cc1Cl
    i	-3	i	-6	-4	-22	-1	5	12
COc1ccc(C(=O)Nc2ccccc2N2CCOCC2)cc1Br
    i	-2	i	7	0	9	3	1	2
CCn1nc(C(=O)N2CCN(Cc3nc4ccccc4s3)CC2)c2ccccc2c1=O
    i	11	i	-30	-4	5	1	-4	1
Cc1ccc([C@@H]2[C@@H]3C(=O)N(C)C(=O)[C@@H]3[C@@H]3C(=O)Nc4ccccc4C(=O)N23)cc1
    i	2	i	-8	2	-10	-5	-7	-8
CC(C)c1ccc(C(O)c2cnc(C(C)C)n2C)cc1 (stereo not drawn)
    i	2	i	-7	-1	-4	5	0	0
CCOC(=O)/C(C(N)=NC)=C(\O)c1ccccc1
    i	0	i	-6	0	-3	-2	-1	-5
CCOC(=O)N1CCC(NC(=O)CCCC(=O)O)CC1
    i	7	i	-8	1	3	-2	1	-4
CC(C)C(NC(=O)c1ccccc1)c1nnc(SCC(=O)Nc2nccs2)n1C (stereo not drawn)
    i	-3	i	-11	4	-19	-2	-2	3
Cc1ccc(S(=O)(=O)Nc2cccnc2)c(C)c1C
    i	-5	i	-4	1	15	-3	1	-3
COc1ccc([C@H]2CC(=O)C=C(c3cccc(OCc4ccccc4)c3)C2)cc1
    i	3	i	22	5	-1	1	-7	11
CN(C)S(=O)(=O)c1cccc(NC(=O)/C=C/c2ccccc2[N+](=O)[O-])c1
    i	0	i	13	-1	10	-2	0	-19
O=C1N=C(N2CCOCC2)S/C1=C\c1cccnc1
    i	-5	i	-6	1	-11	1	-2	0
CCOc1ccc(OCc2ccc(C(=O)OCc3ccccn3)o2)cc1
    i	-1	i	4	-4	-7	8	4	5
CCOc1ccccc1NC(=O)NNS(=O)(=O)c1ccc([N+](=O)[O-])cc1
    i	-1	i	6	2	-15	3	0	-1
COC(=O)C1SCC2C(=O)N(Cc3cccc(C)c3)CC(=O)N21 (stereo not drawn)
    i	-3	i	-6	0	0	1	-1	14

Part of the list above, with bars between the fields:
Structure | Rpn11 block | NadD block | Neddyl block | FAS-TE inh | Rin1 Abl inh | SKN-1 inh | CSN inh | MT1-MMP act inh | MLLE-PAM2 inh
COc1ccc([C@H]2CC(=O)C=C(c3cccc(OCc4ccccc4)c3)C2)cc1 | i | 3 | i | 22 | 5 | -1 | 1 | -7 | 11
CN(C)S(=O)(=O)c1cccc(COC(=O)c2cc([N+](=O)[O-])ccc2N2CCOCC2)c1 | i | -7 | i | 34 | -1 | 9 | -5 | -2 | -25
CCOc1ccccc1NC(=O)NNS(=O)(=O)c1ccc([N+](=O)[O-])cc1 | i | -1 | i | 6 | 2 | -15 | 3 | 0 | -1
CCOC(=O)N1CCC(NC(=O)CCCC(=O)O)CC1 | i | 7 | i | -8 | 1 | 3 | -2 | 1 | -4

Remaining list, next part
Order of values: Rpn11 block	NadD block	Neddyl block	FAS-TE inh	Rin1 Abl inh	SKN-1 inh	CSN inh	MT1-MMP act inh	MLLE-PAM2 inh
O=C(COC(=O)c1ccc(S(=O)(=O)N2CCc3ccccc3C2)cc1)NC(=O)NCc1ccco1
    i	18	i	11	-1	19	2	-1	-27
COc1cccc(NC(=O)CCC2CCN(C(=O)c3ccc(C(C)=O)s3)CC2)c1
    i	-4	i	-4	1	-22	-4	3	-5
COc1ccccc1NS(=O)(=O)c1ccc(/C=C/C(=O)N2CCN(C(C)=O)CC2)cc1
    i	-1	i	-1	4	-3	-2	0	7
Clc1ccc(CO/N=C/c2cccs2)cc1
    i	-2	i	-4	-3	14	-5	3	-2
CCN(CC(=O)NCCc1ccc(Cl)cc1)Cc1nc2ccccc2c(=O)[nH]1
    i	-2	i	7	-1	-2	-7	-1	-12
Cn1c(=O)c2c(ncn2CC(=O)OCC(=O)Nc2ccc(Cl)cc2Cl)n(C)c1=O
    i	-2	i	-5	4	3	-1	0	-17
COc1ccccc1S(=O)(=O)Cc1ccc(C(=O)NC2CC2)o1
    i	-4	i	-9	2	-10	6	-3	7
CCc1nnc(NC(=O)c2cc(S(=O)(=O)N(CC)CC)ccc2Cl)s1
    i	-5	i	-6	7	13	0	4	-6
CN(C(=O)c1cc(-c2ccc3c(c2)OCO3)on1)c1ccccc1
    i	-11	i	3	5	4	3	5	8
C=CCOCCN(C)C1=NS(=O)(=O)c2ccccc21
    i	2	i	-4	-2	4	-4	-1	1
COc1cccc(N2CCN(S(=O)(=O)c3ccc4c(c3)oc(=O)n4C)CC2)c1
    i	-4	i	-3	2	10	2	-1	22
CCOc1cc(C)nc(N2CCC(C(=O)NCC3CCCO3)CC2)n1 (stereo not drawn)
    i	6	i	-4	1	-8	-6	-2	-6
CNC(=O)C1Cc2ccccc2CN1S(=O)(=O)c1ccc(OC)c(OC)c1 (stereo not drawn)
    i	-2	i	-6	-2	20	1	0	-5
CC1CCc2c(nc3nc[nH]n3c2=O)C1 (stereo not drawn)
    i	0	i	-8	-1	-4	-2	4	-6
CCC(=O)N1CCc2cc(S(=O)(=O)CCC(=O)N3CCN(c4ccc(C(C)=O)cc4)CC3)ccc21
    i	4	i	-6	-1	17	-7	-4	6
COc1ccc(C(=O)C2CCN(C(=O)c3ccc(F)cc3)CC2)cc1
    i	-5	i	4	-5	10	8	2	0

3 structures from above, ordered by number of heavy atoms, rising:
Order of values: Rpn11 block	NadD block	Neddyl block	FAS-TE inh	Rin1 Abl inh	SKN-1 inh	CSN inh	MT1-MMP act inh	MLLE-PAM2 inh
CC1CCc2c(nc3nc[nH]n3c2=O)C1 (stereo not drawn)
    i	0	i	-8	-1	-4	-2	4	-6
C=CCOCCN(C)C1=NS(=O)(=O)c2ccccc21
    i	2	i	-4	-2	4	-4	-1	1
CCOc1cc(C)nc(N2CCC(C(=O)NCC3CCCO3)CC2)n1 (stereo not drawn)
    i	6	i	-4	1	-8	-6	-2	-6
